Dicer processing = human Dicer pre-microRNA cleavage inhibition. Q9UPY3. cat-ELCCA pre-miR-21 Dicer processing, chemiluminescence; stronger effect = higher value. z-score at 25 µM. 6% of 47,000 active. AID 1347074; in the data active means z-score above about 3, passing the limit was not always enough;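 further: plate controls were vehicle for no effect and no enzyme for full effect; higher signal means more uncleaved substrate so more Dicer inhibition; strong numbers were not always called active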
Active calls of the source: *.

Start of the listing, in advance (three entries):
SMILES	Dicer processing
O=C(Nc1ccc2ccccc2n1)c1cccs1	-0.6
CC(=O)Oc1ccc2c(=O)c(Oc3ccc(Cl)cc3)c(C(F)(F)F)oc2c1	-0.22
CC(=O)Nc1nc2c(s1)C(=O)NCC(C)(C)C2	0.1

The list itself, from the first entry:
SMILES	Dicer processing
O=C(Nc1ccc2ccccc2n1)c1cccs1	-0.6
CC(=O)Oc1ccc2c(=O)c(Oc3ccc(Cl)cc3)c(C(F)(F)F)oc2c1	-0.22
CC(=O)Nc1nc2c(s1)C(=O)NCC(C)(C)C2	0.1
Cc1nnc(SCC2=C(C(=O)O)N3C(=O)[C@@H](NC(=O)Cn4cnnn4)[C@H]3SC2)s1	-0.6
C/C(=N\NC(N)=S)c1ccc(Br)cc1	-0.71
COc1cccc(C2Nc3cccc4cccc(c34)N2)c1OC	3.14*
O=C(Nc1ccccc1)O/N=C1\CCSC1	0.99
CCOC(=O)c1c(SC)nc2ccc(Cl)cc2c1N1CCOCC1	-0.5
O=C(O)c1cnn(-c2ccccc2)c1C(F)(F)F	-1.24
Cc1ccc(-n2c(C)nc3sc4c(c3c2=O)CCC(C)C4)cc1 (stereo not drawn)	-0.76

Next structures follow:
SMILES	Dicer processing
CN(/N=C/c1ccccc1Cl)c1ncc(C(F)(F)F)cc1Cl	-0.08
Cc1nc(-c2ccccn2)nc(SCC(=O)c2ccccc2)c1Cl	1.11
CC1=C(C(=O)OCCOc2ccccc2)C(c2cccs2)C2=C(CC(c3cccs3)CC2=O)N1 (stereo not drawn)	0.49
CCN(CC)C(=S)Oc1c(Cl)cccc1Cl	1.61
Cc1ccc(-c2cc3nc(C)cc(N)n3n2)cc1	0.15
COc1ccc(NC2CC(=O)N(c3ccc(Br)cc3)C2=O)cc1 (stereo not drawn)	1.08
O=C(c1ccco1)N(c1cc2sc(=O)oc2c2ccccc12)S(=O)(=O)c1ccccc1	-3.84
FC(F)(F)c1nc(-c2ccccn2)ncc1-c1nnnn1-c1ccc(Cl)cc1	0.04
Cc1cc(C)c2c(n1)sc1c(N3CCN(c4ccccc4)CC3)ncnc12	1.39
COc1nc(C)cc(C(F)(F)F)c1C#N	0.61

The listing continues:
SMILES	Dicer processing
N#CCCN(Cc1ccccc1)C(=O)Nc1cccc(C(F)(F)F)c1	-0.86
CCOC(=O)c1c(N)n(-c2ccc(C)c(C)c2)c2nc3ccccc3nc12	-0.63
O=C(N/N=C/c1ccccc1Cl)N/N=C/c1ccccc1Cl	3.76*
Cc1ccc(C(=O)CC2(O)C(=O)N(C)c3ccc(Cl)cc32)cc1 (stereo not drawn)	1.01
Cc1ccc(CN2C(=O)CSC2c2ccc(C(C)C)cc2)cc1 (stereo not drawn)	1.18
COc1cccc(CN2CCN(Cc3cc(Br)ccc3O)CC2)c1OC	3.76*
COC(=O)C1=NNC2(C)C(=O)N(c3ccccc3Cl)C(=O)C12 (stereo not drawn)	0.9
O=C(COc1ccc(F)cc1)Nc1ccc(-n2cnnn2)cc1	0.01
c1ccc2c(c1)SCc1nnc(-c3ccncc3)n1-2	0.77
COc1ccccc1OCCn1c(N)nc2ccccc21	0.3

Six compounds drawn at random from the list so far:
SMILES	Dicer processing
CCOC(=O)c1c(N)n(-c2ccc(C)c(C)c2)c2nc3ccccc3nc12	-0.63
O=C(N/N=C/c1ccccc1Cl)N/N=C/c1ccccc1Cl	3.76*
Cc1ccc(C(=O)CC2(O)C(=O)N(C)c3ccc(Cl)cc32)cc1 (stereo not drawn)	1.01
COC(=O)C1=NNC2(C)C(=O)N(c3ccccc3Cl)C(=O)C12 (stereo not drawn)	0.9
COc1ccccc1OCCn1c(N)nc2ccccc21	0.3
COc1cccc(CN2CCN(Cc3cc(Br)ccc3O)CC2)c1OC	3.76*

Following part
SMILES	Dicer processing
Fc1ccc(-c2csc(Nc3ncccn3)n2)cc1	0.34
Cn1c(=O)c2c(O)c(C=Nc3ccccc3[N+](=O)[O-])c(=O)n(C)c2n(C)c1=O	0.18
c1ccc2c(c1)ncn2CN1CCOCC1	1.59
Cc1ccc(S(=O)(=O)Nc2ccc3oc(=O)sc3c2)cc1	5.01*
O=C(Nc1ccc(Cl)c(-c2nc3ncccc3o2)c1)c1cc2ccccc2o1	2.34
CC(C)(C)C(=O)OCc1noc(-c2ccccc2)n1	0.02
COc1ccc(C2C(C#N)=C3N=C(N)c4ccccc4N3C3=C2C(=O)CCC3)cc1 (stereo not drawn)	1.51
CCC(=O)N1c2ccccc2C(N(C(=O)c2cccs2)c2ccccc2)CC1C (stereo not drawn)	-0.4
N#CC(C(=O)c1cccs1)=C1SCCCS1	-1.25
COc1ccc(C2Nc3ccc(C(=O)c4ccccc4)cc3NC3=C2C(=O)CC(C)(C)C3)c(OC)c1 (stereo not drawn)	1.1

Next section:
SMILES	Dicer processing
CC(=O)N1CCC(C(=O)Nc2ccc3nc(C)ccc3c2)CC1	-0.43
CCc1c(C(=O)OC)nn(-c2ccc(OC)cc2)c(=O)c1C#N	-0.45
COc1ccc(OC)c(C(O)CNC(=O)CN)c1 (stereo not drawn)	-0.29
CN(C)CCN1C(=O)C(=O)/C(=C(\O)c2ccc(F)cc2)C12C(=O)N(C)c1ccccc12 (stereo not drawn)	2.69
COc1ccc(-c2nnc3c4cnn(-c5ccccc5)c4ncn23)cc1	0.08
CC(C)OC(=O)CSC1=C(C#N)C(c2ccccc2)CC(=O)N1 (stereo not drawn)	0.73
COc1cc(C2c3c(oc4ccc(C)cc4c3=O)C(=O)N2Cc2ccc(F)cc2)ccc1O (stereo not drawn)	-0.44
Fc1cccc(Cl)c1Cn1nnc(-c2cc(C(F)(F)F)cc(C(F)(F)F)c2)n1	0.81
CCOc1ccc(S(=O)(=O)n2nnc3ccccc32)c2ccccc12	-0.26
CCSc1nc2c(c(=O)[nH]1)C(c1cc(OC)ccc1OC)C1=C(CC(C)(C)CC1=O)N2 (stereo not drawn)	0.43

The list goes on:
SMILES	Dicer processing
N#CC(=C1SCCS1)S(=O)(=O)Cc1ccco1	-0.54
COC(=O)CN1C(=O)C(O)(c2c(C)[nH]c3ccccc23)c2ccccc21 (stereo not drawn)	1.96
O=C1c2cccc3c(Sc4ccccc4)ccc(c23)C(=O)N1CCc1ccccn1	0.73
CCOc1ccc(/C(O)=C2\C(=O)C(=O)N(Cc3cccnc3)C2c2ccc(C(C)(C)C)cc2)cc1 (stereo not drawn)	0.55
Cn1c([N+](=O)[O-])cnc1C=Nc1ccc(Oc2ccc(F)cc2)nc1	-0.01
O=c1ncn(Cc2ccccn2)cc1-c1ccccc1	0.43
CC(C)C12CN3CC(C(C)C)(CN(C1)C3c1ccc(Cl)cc1)C2=O (stereo not drawn)	0
Cn1c2c(c(=O)n(C)c1=O)CN(CCCCCCO)CN2	-2.09
O=C(CN1C(=O)C2CCCCC2C1=O)Nc1ccc(S(=O)(=O)Nc2ncccn2)cc1 (stereo not drawn)	1.77
COc1cccc(-c2nc(=S)c3c(n2CCCN(C)C)CCCC3)c1	0.49

4 entries from above, field by field:
CCOC(=O)c1c(N)n(-c2ccc(C)c(C)c2)c2nc3ccccc3nc12
  Dicer processing = -0.63

O=C(N/N=C/c1ccccc1Cl)N/N=C/c1ccccc1Cl
  Dicer processing = 3.76*

Cc1ccc(C(=O)CC2(O)C(=O)N(C)c3ccc(Cl)cc32)cc1 (stereo not drawn)
  Dicer processing = 1.01

Cc1ccc(CN2C(=O)CSC2c2ccc(C(C)C)cc2)cc1 (stereo not drawn)
  Dicer processing = 1.18

Next part.
SMILES	Dicer processing
O=C(Nc1ccc2oc(-c3cccnc3)nc2c1)c1sc2ccccc2c1Cl	1.3
CC(C)NC[C@@H](O)COc1ccc(CC(N)=O)cc1	0.63
CCOC(=O)c1cc(-c2ccccc2)sc1NC(=O)CSc1nc2ccccc2s1	0.97
Fc1ccc(COc2ncnc3cc(Cl)ccc23)cc1	-0.18
Cc1ccc(S(=O)(=O)NC(=S)NNC(C)(C)C)cc1	-0.38
C#CCOC(=O)Nc1cnc(OCCOC)c(C(F)(F)F)c1	-1.72
Cc1c(NC(=O)C2CC(c3c(F)cccc3Cl)=NO2)c(=O)n(-c2ccccc2)n1C (stereo not drawn)	-1.69
COC(=O)Cc1c(C)ncnc1OCC(=O)Nc1ccc2c(c1)OCCO2	-1.12
Cc1cc2c(NC(=O)c3ccccc3C(=O)O)cccc2nn1	-3.79
CCOC(=O)C1=C(C)NC2=C(C(=O)CC(c3ccc(Cl)cc3)C2)C1c1ccc(OCC)cc1 (stereo not drawn)	3.37*

Continued:
SMILES	Dicer processing
CN(C)/C=C1\C(=O)c2ccccc2N(Cc2ccc(Cl)c(Cl)c2)S1(=O)=O	-0.58
COc1ccc(-c2c[nH]n3c(=O)cc(C)nc23)cc1OC	0.6
O=C1c2ccccc2C(=O)N1c1cscc1S(=O)(=O)c1ccc(Cl)cc1	-1.61
CC(=O)NCc1c(F)cccc1Cl	0.1
CSc1nnc(-c2ccc(S(=O)(=O)Oc3ccc(Cl)cc3)s2)n1C	0.38
Cc1ccc2nc(-c3ccc(NS(=O)(=O)c4ccc(Cl)s4)cc3)sc2c1	4.31*
CCCC(NC(=O)c1ccco1)C(=O)O (stereo not drawn)	2.18
CC(C)(C)OC(=O)C(C)(C)ONC(=O)Nc1ccc(Cl)cc1Cl	-1.29
Cc1nn(C)cc1CN(C)C(=O)c1cc2n(n1)C(C(F)(F)F)CC(c1ccccc1)N2 (stereo not drawn)	0.7
CCOC(=O)CC(=O)CSc1nc(C)c2ccc(C)cc2n1	0.08

(list continues)
SMILES	Dicer processing
CC(=O)Nc1nnc(S(N)(=O)=O)s1	0.1
CSc1n[nH]c(NS(=O)(=O)c2cccc(C(F)(F)F)c2)c1-c1ccccn1	0.56
COc1ccc(/C=C2\Cc3ccccc3C2=O)cc1O	7.99
CCCc1nnc(NC(=O)CSc2nnc3c4ccccc4n(CC)c3n2)s1	1.23
CCCc1cc(=O)[nH]c(=S)[nH]1	-0.22
CCS(=O)(=O)c1ccc(O)c(NC(=O)COCC(=O)O)c1	1.03
CCC(=O)N1c2ccccc2C(=C2SC(C(=O)OC)=C(C(=O)OC)S2)C(=S)C1(C)C	0.57
C=CCn1c(Sc2ncnc3c2cnn3-c2ccccc2)nnc1-c1ccncc1	-1.99
Cc1cc(C)n2nc(SCC(=O)c3cccs3)nc2n1	-1.57
CCOc1ccc(-c2nc(-c3ccc(Cl)cc3)no2)cc1OCC	3.65*

Other records:
SMILES	Dicer processing
COCc1cc(=O)n2[nH]c(NC(C)=O)nc2n1	8.62
CCCCNS(=O)(=O)c1cc(-c2nnc3c4ccccc4c(C)nn23)ccc1OC	1.72
CC(c1ccccc1)n1c(SCc2cc(=O)oc3cc(O)ccc23)n[nH]c1=O (stereo not drawn)	1.54
O=C(Cn1nc(C(F)(F)F)c2c1CCCC2)N1CCCc2ccccc21	0.09
CCOC(=O)c1cnc2cc(-c3ccc(Cl)cc3)nn2c1C	0.62
CCCCCCCCCC(=O)NC(CN1CCOCC1)[C@H](O)c1ccccc1 (stereo partly drawn)	-0.01
CC(C)N(Cc1ccccc1)S(=O)(=O)c1ccc(S(=O)(=O)c2ccccc2)s1	-1.45
C=CCOC(=O)C1=C(C)NC2=C(C(=O)CC(C)(C)C2)C1c1ccc(O)c(OC)c1 (stereo not drawn)	-0.4
COC(=O)c1c(NC(=O)c2nc3ncccn3n2)sc2c1CCC2	-0.62
Nc1ccccc1C(=O)NNc1c(Cl)cc(Cl)cc1Cl	0.87
CO[C@H]1/C=C/O[C@@]2(C)Oc3c(C)c(O)c4c(O)c(c5c(nc6cc(C)ccn65)c4c3C2=O)NC(=O)/C(C)=C\C=C\[C@H](C)[C@H](O)[C@@H](C)[C@@H](O)[C@@H](C)[C@H](OC(C)=O)[C@@H]1C	0.32
CCOC(=O)c1sc(SC)c2c1CCC=C2	-1.36
COc1cc2nc(-c3cccc(Br)c3)oc(=O)c2cc1OC	26.6*
Cc1noc(C)c1S(=O)(=O)NNC(=O)Nc1ccc(Cl)cc1	0.54
Cn1c(=O)c2c(nc(N3CCOCC3)n2Cc2ccccc2Cl)n(C)c1=O	-1.26
O=C(O)CSCC(=O)NC1Cc2ccccc2C1	2.19
CC(C)(C)C(=O)NC(=S)Nc1ccc(C(F)(F)F)cc1	1.4
CC(CO)(CO)NC(=S)Nc1ccc(F)c(Cl)c1	-1.69
O=C(Nc1ccccc1)N1c2ccccc2CCc2ccccc21	0.06
CNC(=O)N1C(=O)C(=O)c2ccccc21	1.13
FC(F)(F)c1cccc(N2CCN(/C=C/c3nnnn3-c3ccc(Cl)cc3)CC2)c1	1.82
c1ccc(Cc2nc3ccc4[nH]snc4c3n2)cc1	0.43
N/C(=N\OS(=O)(=O)c1ccc(C(F)(F)F)cc1)C1CSCCS1 (stereo not drawn)	-0.01
CCOc1ccc2c(c1)C(=O)c1cc(OCC)ccc1-2	6.42
O=C(Nc1nnc(Sc2ccnc3cc(Cl)ccc23)s1)c1sc2ccccc2c1Cl	-0.11
Cc1nc(-c2cnccn2)ncc1S(=O)(=O)c1ccc(Cl)cc1	0.12
CCC1(CC)Cc2ccccc2-c2nc(NCCCO)[nH]c(=O)c21	2.33
CCc1sc(-c2ccccc2)nc1C(=O)OC	-1.7
COC(=O)c1ccc(CSc2ncccn2)cc1	-0.92
Cn1c(NCc2ccco2)nc2c1c(=O)n(Cc1ccc(Cl)cc1)c(=O)n2C	-1.1

The listing continues.
SMILES	Dicer processing
COc1ccc(C2=Nn3c(nc4sc5c(c4c3=O)CCCC5)SC2)cc1	2
CCOC(=O)C1C(=O)NC(N2CCN(c3ccccc3)CC2)=NC1c1ccco1 (stereo not drawn)	2.14
Cc1nc(C(=O)N/N=C/c2[nH]ncc2Cl)cs1	-0.33
COc1ccc(C(=O)Cn2c3ccccc3n3nc(-c4ccccc4)nc23)cc1	0.26
O=C1Cc2c([nH]c3ccc(Br)cc23)-c2ccccc2N1	0.67
CCC(C)Sc1cc(C(F)(F)F)c(C(=O)Nc2c(C)cccc2C)cn1 (stereo not drawn)	-1.29
CC(C)(C)c1ccc(OCc2nnc(N)s2)cc1	4.04*
N#Cc1c(-c2ccccc2)cc(-c2ccccc2)n(N)c1=O	0.06
OC(COc1ccc(Cl)c(Cl)c1)CN1CCC(Nc2nccc(C(F)(F)F)n2)CC1 (stereo not drawn)	-0.67
O=C(C1CC(c2ccc(Cl)cc2)=NO1)N1CCOCC1 (stereo not drawn)	0.16

Source: PubChem BioAssay (Center for Chemical Genomics, University of Michigan)

Some of the compounds tested; count on the stated rates, not on these rows.
